High-throughput results as filed in PubChem.
697 NFkB inh: lowers PMA/ionomycin-induced NF-kB signal in 697 B cells. 697 B-cell NF-kB luciferase reporter, 16 h. inhibition, % at 4 µM. 330,000 compounds, 0.33% hits; in the data active = inhibition above about 35%
UPR CHOP act: activators of apoptotic arm of unfolded protein response (CHOP); CHO-CHOP luciferase reporter, UPR activation, luminescence; percent of tunicamycin response over DMSO baseline; activation, % at 10 µM; 330,000 compounds, 0.34% hits; AID 449763;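 active = at 10 µM dose, activation of 40% or more, normalized to positive control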;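 also: 100% = tunicamycin at 10 µg/mL and 0% = DMSO alone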
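Material: CHO-CHOP cells, stable luciferase reporter of PERK-eIF2a-CHOP signalling; quantity: 500 reporter cells seeded per well; buffer or medium: F12 medium containing 10% fetal bovine serum; compound: one dose, 10 µM in 0.5% DMSO; incubation: 6 h compound treatment, 37 °C; measured by: Steady-Glo luciferase luminescence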
XBP1 UPR activ: adaptive UPR (XBP1) activation; CHO-XBP1 luciferase reporter, IRE1-XBP1 UPR activation, luminescence; percent of tunicamycin response, DMSO as zero; activation, % at 20 µM; 330,000 compounds, 0.33% hits; AID 463104;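 active = versus positive control, 20 µM dose yields 30% or more activation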;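 also: 100% = tunicamycin at 10 µg/mL and 0% = DMSO only wells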
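Material: CHO-XBP1 cells stably carrying IRE1-XBP1-driven luciferase reporter | Medium: F12 with 10% serum | Compound dosing: 20 µM single concentration, DMSO 1% | Incubation: Overnight seeding at 37 °C, 6 h compound treatment at 37 °C | Detection: Steady-Glo luminescence read | Read-out basis: % activation of reporter signal versus tunicamycin and DMSO controls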
Jurkat NFkB inh: inhibitors of the PMA/ionomycin-induced NF-kB reporter in Jurkat cells | AID 435003 | 330,000 compounds, 0.53% hits | inhibition, % at 4 µM | PMA/ionomycin-induced NF-kB luciferase reporter, luminescence; in the data active = inhibition above about 50%
tim23-1 inh: inhibits growth of tim23-1 mutant yeast | S. cerevisiae tim23-1 growth, BacTiter-Glo luminescence, 24 h | inhibition, % at 20 µM | 330,000 compounds, 1.3% hits;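 active = growth inhibition of the mutant yeast at or above 50%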;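 also: temperature-sensitive mutant grown at 25 °C; plate controls were DMSO-treated mutant yeast for no effect and medium wells lacking yeast for full effect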
Mdm2-MdmX inh: disrupts the human Mdm2-MdmX interaction | 330,000 compounds, 3% hits | AID 485346 | inhibition, % at 8 µM | O15151+Q00987 | SaOS-2 split-luciferase Mdm2/MdmX complementation, luminescence;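 active = inhibition of at least 50% at 8 µM in the primary screen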
Target sequence (O15151 whole entry, looked up): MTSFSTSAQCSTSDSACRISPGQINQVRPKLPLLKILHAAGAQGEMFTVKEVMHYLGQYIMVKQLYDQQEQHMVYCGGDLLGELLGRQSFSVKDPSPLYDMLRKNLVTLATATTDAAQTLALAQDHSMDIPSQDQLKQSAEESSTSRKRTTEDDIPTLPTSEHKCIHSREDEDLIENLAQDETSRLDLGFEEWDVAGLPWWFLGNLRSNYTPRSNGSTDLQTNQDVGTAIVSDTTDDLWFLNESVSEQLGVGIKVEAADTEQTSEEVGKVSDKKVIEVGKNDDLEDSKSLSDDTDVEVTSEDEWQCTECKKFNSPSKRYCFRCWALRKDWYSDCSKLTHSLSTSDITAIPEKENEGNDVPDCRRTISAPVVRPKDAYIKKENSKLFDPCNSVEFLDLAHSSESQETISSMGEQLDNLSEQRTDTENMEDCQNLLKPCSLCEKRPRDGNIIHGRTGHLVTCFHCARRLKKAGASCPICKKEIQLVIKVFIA
Target sequence (Q00987 whole entry, looked up): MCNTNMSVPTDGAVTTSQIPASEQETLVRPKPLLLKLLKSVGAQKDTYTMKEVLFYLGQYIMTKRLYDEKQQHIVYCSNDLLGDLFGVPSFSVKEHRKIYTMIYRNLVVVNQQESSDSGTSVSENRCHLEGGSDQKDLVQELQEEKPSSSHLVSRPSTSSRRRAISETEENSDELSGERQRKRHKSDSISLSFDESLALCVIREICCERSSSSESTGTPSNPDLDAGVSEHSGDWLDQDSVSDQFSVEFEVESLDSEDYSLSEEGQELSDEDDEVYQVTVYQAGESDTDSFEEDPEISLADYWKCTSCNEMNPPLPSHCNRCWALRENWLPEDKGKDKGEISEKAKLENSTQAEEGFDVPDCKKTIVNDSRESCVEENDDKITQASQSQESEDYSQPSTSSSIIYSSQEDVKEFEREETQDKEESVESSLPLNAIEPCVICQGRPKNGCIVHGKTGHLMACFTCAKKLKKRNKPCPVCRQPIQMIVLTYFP
tim10-1 inh: inhibits growth of tim10-1 mutant yeast; S. cerevisiae tim10-1 ts strain growth, BacTiter-Glo, 24 h; inhibition, % at 20 µM; 330,000 compounds, 2.2% hits; AID 463190;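 active = inhibition of at least 40%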;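 also: mutant grown at 25 °C; 0% = DMSO wells with yeast and 100% = wells holding no yeast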
TIM10 inh: TIM10 yeast growth inhibition | S. cerevisiae TIM10 strain growth, BacTiter-Glo luminescence, 24 h | inhibition, % at 10 µM | 330,000 compounds, 1.4% hits | AID 463195;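 active = inhibition of 40% or more at the single tested concentration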;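 also: wild-type TIM10 isogenic control strain grown at permissive 25 °C; 0% = DMSO yeast wells and 100% = minimal medium wells without yeast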
Numbers without * were called inactive.

entry	mol	697 NFkB inh	UPR CHOP act	XBP1 UPR activ	Jurkat NFkB inh
1	CCN(C(=O)c1ccc2c(SCC(=O)O)c3c(nc2c1)CCC3)c1cc(Cl)ccc1OC	-4	-0.3	-7	6
2	COc1ccc(Cl)cc1NC(=O)Cn1c(=O)oc2ccccc21	23	0.3	0	2
3	O=C(N/N=C/c1cc(Cl)c(O)c(Cl)c1)c1cc2c(ccc3ccccc32)o1	-50	4.0	0	-23
4	COc1ccc(NC(=O)CNC(=O)Cc2ccccc2)cc1	-9	3.2	1	2
5	Cc1cc(/C=C2\C(=N)N3N=C(CC(=O)N4CCOCC4)SC3=NC2=O)c(C)n1-c1ccccc1	5	1.8	0	4
6	CCCCNC(=O)CC1N=C2c3ccccc3N=C(SCC(=O)Nc3cccc(OC)c3)N2C1=O (stereo not drawn)	-32	-0.2	-2	-21
7	CCOC(=O)c1c(-c2ccccc2)oc2ccc(OCC(=O)NN)cc12	7	-0.4	0	11
8	CCOC(=O)c1oc2cc(O)c(CC)cc2c(=O)c1-c1ccc2c(c1)OCCO2	24	-1.0	5	13

entry	tim23-1 inh	Mdm2-MdmX inh	tim10-1 inh	TIM10 inh
1	14	-5	16	24
2	2	-12	-7	-4
3	47	14	33	-14
4	6	-5	-21	2
5	20	27	7	20
6	26	-14	22	8
7	44	30	45*	21
8	3	-5	12	-6

Reformatted as a markdown table: entries from further up
| No. | SMILES | 697 NFkB inh | UPR CHOP act | XBP1 UPR activ | Jurkat NFkB inh | tim23-1 inh | Mdm2-MdmX inh | tim10-1 inh | TIM10 inh |
| --- | --- | --- | --- | --- | --- | --- | --- | --- | --- |
| 3 | O=C(N/N=C/c1cc(Cl)c(O)c(Cl)c1)c1cc2c(ccc3ccccc32)o1 | -50 | 4.0 | 0 | -23 | 47 | 14 | 33 | -14 |
| 4 | COc1ccc(NC(=O)CNC(=O)Cc2ccccc2)cc1 | -9 | 3.2 | 1 | 2 | 6 | -5 | -21 | 2 |
| 5 | Cc1cc(/C=C2\C(=N)N3N=C(CC(=O)N4CCOCC4)SC3=NC2=O)c(C)n1-c1ccccc1 | 5 | 1.8 | 0 | 4 | 20 | 27 | 7 | 20 |
| 6 | CCCCNC(=O)CC1N=C2c3ccccc3N=C(SCC(=O)Nc3cccc(OC)c3)N2C1=O (stereo not drawn) | -32 | -0.2 | -2 | -21 | 26 | -14 | 22 | 8 |

Next section.
entry	mol	697 NFkB inh	UPR CHOP act	XBP1 UPR activ	Jurkat NFkB inh
9	COC(=O)c1ccc(N2CCN(C(=O)c3ccccc3)CC2)c(NC(C)=O)c1	-3	-1.9	-2	-9
10	COC(=O)CSc1nnc(-c2sc3ccccc3c2Cl)o1	40*	-6.3	-3	-1
11	Cn1c(N)c(C(=O)/C=C/c2ccccc2)c(=O)[nH]c1=O	-21	3.9	-1	-28
12	Cc1ccc(S(=O)(=O)NNC(=O)C2CCN(Cc3ccccc3)CC2)cc1	-23	-0.8	0	-9
13	O=C(c1ccc2nc[nH]c2c1)N1CCN(c2cccc(C(F)(F)F)c2)CC1	-26	0.8	-6	-6
14	CCOC(=O)c1nc(Nc2ccccc2C)c2ccccc2n1	7	2.4	1	-9
15	Cc1ccc(C)c(N2CCN(C(=S)Nc3ccc4nc(N5CCN(C)CC5)cc(C)c4c3)CC2)c1	-12	1.5	5	17
16	COCCN(CC(=O)Nc1ccccc1C(F)(F)F)C(=O)c1ccc(-n2cccn2)cc1	9	2.0	-2	-6

entry	tim23-1 inh	Mdm2-MdmX inh	tim10-1 inh	TIM10 inh
9	4	-7	-3	-13
10	8	-27	10	17
11	6	11	-22	0
12	15	-8	-13	-11
13	34	22	37	28
14	25	0	1	3
15	1	32	-5	6
16	21	-11	11	8

The list continues.
entry	mol	697 NFkB inh	UPR CHOP act	XBP1 UPR activ	Jurkat NFkB inh
17	COc1ccc(N2C(=O)c3ccccc3NC2c2ccc(OC)c(CN3CCOCC3)c2)cc1 (stereo not drawn)	-47	-0.4	1	-57
18	COc1cc(OC)cc(-n2c3nc4ccccc4nc3c3c(=O)n(CC4CCCO4)cnc32)c1 (stereo not drawn)	16	0.3	-3	7
19	CCNc1c([N+](=O)[O-])ncn1C	18	-2.4	1	20
20	CC(=O)OCCCNc1cc(Sc2nc3ccccc3s2)c2nonc2c1[N+](=O)[O-]	8	-10	-6	13
21	Cc1cc(C(C#N)c2ccccc2)n2ncnc2n1 (stereo not drawn)	-22	-0.7	-1	-5
22	Clc1ccc(-c2nnc(C3CCCCC3)o2)cc1	-18	4.2	4	-22
23	CC(=O)N1CCCc2cc(S(=O)(=O)NCc3ccc(C)cc3)ccc21	-9	-2.7	0	3
24	Nc1c(S(=O)(=O)c2ccccc2)c2nc3ccccc3nc2n1CCN1CCOCC1	2	0.1	-3	2

entry	tim23-1 inh	Mdm2-MdmX inh	tim10-1 inh	TIM10 inh
17	27	-43	10	4
18	1	42	3	-2
19	12	-5	9	7
20	44	100*	91*	85*
21	2	0	-2	-19
22	32	-21	22	21
23	7	-1	16	22
24	3	15	13	10

New compounds follow
entry	mol	697 NFkB inh	UPR CHOP act	XBP1 UPR activ	Jurkat NFkB inh
25	Cn1c(-c2ccc3ccccc3n2)[n+](C)c2ccccc21	-64	6.4	-1	22
26	O=C(N/N=C\C=C\c1ccco1)c1cncc(Br)c1	-1	-0.7	0	-1
27	COC(=O)C1=C(C)N(Cc2ccccc2)C(=NCC(C)C)N[C@H]1c1cccc(F)c1	-3	4.4	4	-2
28	O=C(NC1CCCCC1)c1ccc(CNc2nc(=S)[nH]c3ccccc23)cc1	-7	1.7	-1	7
29	O=S(=O)(Nc1ccc(Cl)c(Cl)c1)N1CCOCC1	8	-1.1	-4	1
30	CCC(C)(C)c1ccc(OCCCC[n+]2ccc(C)cc2)c(C(C)(C)CC)c1	81*	-0.3	19	54*
31	Cc1nn(-c2ccccc2)c(C)c1C(=O)OCc1ccc(C#N)cc1	-17	2.3	-5	8
32	O=C(/C=C/c1ccco1)NC(=S)Nc1cccc(-c2nc3ccccc3o2)c1	-33	-1.8	2	39

entry	tim23-1 inh	Mdm2-MdmX inh	tim10-1 inh	TIM10 inh
25	-9	-2	-6	10
26	17	34	13	27
27	4	79*	9	9
28	-13	7	1	-18
29	10	4	5	6
30	60*	98*	42*	-38
31	21	9	12	-12
32	17	59*	16	16

(more compounds)
entry	mol	697 NFkB inh	UPR CHOP act	XBP1 UPR activ	Jurkat NFkB inh
33	COc1ccc(C(=O)C[n+]2cn(C(F)F)c3ccccc32)c(F)c1	-31	0.9	-1	-31
34	O=C(Cn1ncc2c1-c1ccccc1OC2)N1CCN(Cc2ccc3c(c2)OCO3)CC1	5	-1.0	-2	-9
35	COc1ccc(-c2cc(C(=O)Nc3c(C)nn(Cc4ccccc4)c3C)no2)cc1	-12	-0.7	1	2
36	CN(C)S(=O)(=O)NCCNc1ccc(C(F)(F)F)cc1[N+](=O)[O-]	1	-0.1	3	-2
37	Cc1ccc2nc(SCC(=O)Nc3cccnc3Cl)[nH]c2c1	11	-0.8	-2	-2
38	CCOC(=O)c1sc(C)c2c1NC(c1ccc(N(C)C)cc1)NC2=O (stereo not drawn)	-3	0.9	3	-8
39	Nc1ncc(Br)cc1Br	2	-1.7	-2	-5
40	O=C(NCCN1CCCCC1)Nc1cccc(F)c1	-8	-0.5	-7	-5

entry	tim23-1 inh	Mdm2-MdmX inh	tim10-1 inh	TIM10 inh
33	58*	-3	53*	63*
34	41	-15	39	28
35	9	63*	10	-8
36	16	-19	4	11
37	3	-12	-48	14
38	17	22	29	6
39	-4	-14	2	4
40	-2	6	-9	2

(cont.)
entry	mol	697 NFkB inh	UPR CHOP act	XBP1 UPR activ	Jurkat NFkB inh
41	CN(C)c1ccc(/C=C(\C#N)c2ccccn2)cc1	-345	-7.9	-4	-48
42	Cc1cccc(C(=O)NCCCNC(=O)c2ccco2)c1	13	0.3	-1	-2
43	CC(Sc1nnc(C2CC2)n1C1CC1)C(=O)N(C)Cc1cccc(F)c1 (stereo not drawn)	3	-1.1	-6	-7
44	Cc1ccc(-c2ccc(/C=C(\C#N)C(N)=S)o2)c([N+](=O)[O-])c1	-10	3.3	-1	-1
45	COC(=O)c1ccc(NC(=O)CSc2nnc(-c3ccncc3)n2C)cc1	10	-2.5	-1	0
46	Cc1cc(Cn2ccnc2)c(C)cc1Cn1ccnc1	0	-1.9	-2	0
47	Cn1cccc1/C=N/N1CCN(Cc2ccccc2)CC1	16	1.5	0	-18
48	COCCNC(=O)Nc1ccc2nc(-c3cccs3)c(-c3cccs3)nc2c1	19	1.9	0	-3

entry	tim23-1 inh	Mdm2-MdmX inh	tim10-1 inh	TIM10 inh
41	33	-6	29	30
42	-6	26	1	10
43	11	-2	11	11
44	46	-46	57*	52*
45	3	4	0	0
46	-4	-4	8	-12
47	-9	1	-12	5
48	-59	16	4	20

Screen by screen, as entered above:
Entries 33 to 38 in Jurkat NFkB inh read -31, -9, 2, -2, -2, -8

Following part
entry	mol	697 NFkB inh	UPR CHOP act	XBP1 UPR activ	Jurkat NFkB inh
49	Cc1ccc(/C=C/C(=O)Nc2nnc(SCc3ccc(C#N)cc3)s2)o1	-19	-1.7	-2	-2
50	Nc1nc2ccccc2n1/N=C/c1cccnc1	18	-1.0	-2	-3
51	O=C(Cn1nc(C(=O)O)c2ccccc2c1=O)Nc1cc(S(=O)(=O)N2CCOCC2)ccc1Cl	8	0.1	0	-2
52	Oc1[nH]c2ccccc2c1C1=NCCCC1	23	-0.9	-4	-12
53	CC(=O)Oc1ccc(NC(=O)Cc2ccccc2)cc1	7	-0.5	-1	-15
54	Cc1nc2ccccc2cc1C(=O)N/N=C/c1cccs1	-20	-0.5	1	32
55	COc1ccc(N2C(=S)N=C(Nc3cccc(C)c3)C23CCCCC3)cc1	-30	-1.4	3	18
56	CCCCNC(=O)C1CCN(C/C(C)=C/c2ccccc2)CC1	11	-0.4	2	1

entry	tim23-1 inh	Mdm2-MdmX inh	tim10-1 inh	TIM10 inh
49	-14	21	-8	-8
50	-35	22	1	10
51	-2	11	-2	-10
52	16	4	-9	-3
53	-5	-2	3	-28
54	14	11	15	6
55	10	10	19	-4
56	0	15	-5	-13

The results go on.
entry	mol	697 NFkB inh	UPR CHOP act	XBP1 UPR activ	Jurkat NFkB inh
57	COc1ccccc1Cn1cnc2cccnc21	-13	1.7	-4	6
58	CCn1nc(NC(=O)c2cccs2)c2cc3ccccc3nc21	3	-1.0	9	4
59	CN(CCCOc1ccccc1F)Cc1ccccc1	7	0.2	-1	1
60	CC(=O)c1cc2c(cc1NC(=O)CN(C)S(=O)(=O)c1cccs1)OCO2	13	-0.8	6	-7

entry	tim23-1 inh	Mdm2-MdmX inh	tim10-1 inh	TIM10 inh
57	4	-9	15	15
58	44	7	23	38
59	6	13	14	-7
60	-9	-13	-1	-5
